# High-throughput results (PubChem BioAssay)
# NOD2-RIPK2 inh: NOD2-RIPK2 binding disruptors in cells, primary screen, fluorescence, CHO cells, BLA complementation; inhibition, % at 4.98 µM; 0.38% of 360,000 active; Receptor-interacting serine/threonine-protein kinase 2 (Homo sapiens), O43353; CCF4 ratio; AID 624267, 2012; in the data active = inhibition above about 21%;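 note: 0% = vehicle only and 100% = reference blocker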
# C8 TRAIL sens: viability loss with TRAIL in NB7+C8 cells, primary screen, TRAIL sensitizer project, cell-based, ATPlite luminescence; inhibition (viability loss, TRAIL sensitization), % at 10 µM; 1% of 360,000 active; AID 624354, 2012;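 active = compounds causing at least 50% loss of cell viability in the single-dose screen, relative to plate controls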
# NCOA2 inhibitor: inhibition of GAL4-SRC2 driven luciferase reporter, primary screen, SRC2 inhibitor project, cell-based, luminescence | HEK293 GAL4-SRC2 luciferase reporter | inhibition, % at 9 µM | 0.17% of 370,000 active;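 active = inhibition above the mean inhibition of all tested compounds plus 3 SD, set per campaign, cut at about 52% in these data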;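 note: 0% = DMSO treated cells and 100% = cells given Gossypol at 36 µM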
# TROY signal inh: inhibitors of TROY-driven NF-kB signaling, primary screen, Q293 LMP1-TROYcd cells, NF-kB luciferase, uHTS | Q293 LMP1-TROYcd NF-kB luciferase reporter, 4 h | inhibition, % at 10 µM | 0.98% of 360,000 active | AID 1347056, 2019;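 active = compounds whose plate-normalised and pattern-corrected inhibition of the luciferase reporter signal at the single screening dose is 50% or more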
# NR2F2 inh: NR2F2 transcriptional activity inhibitors, primary screen, cell-based, luciferase reporter, HEK293T, luminescence | 0.7% of 370,000 active | COUP transcription factor 2 (Homo sapiens), P24468 | HEK293T NGFI-A luciferase reporter | inhibition, % at 8.6 µM;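 active = inhibition above a per-plate cutoff, mean inhibition of test wells between control levels plus 3 SD, cut at about 38% in these data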;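 note: cells cotransfected with COUP-TFII expression vector driving the NGFI-A reporter; 0% = median of COUP-TF2 test wells and 100% = reporter-only cells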
# Target sequence (P24468 whole entry, looked up): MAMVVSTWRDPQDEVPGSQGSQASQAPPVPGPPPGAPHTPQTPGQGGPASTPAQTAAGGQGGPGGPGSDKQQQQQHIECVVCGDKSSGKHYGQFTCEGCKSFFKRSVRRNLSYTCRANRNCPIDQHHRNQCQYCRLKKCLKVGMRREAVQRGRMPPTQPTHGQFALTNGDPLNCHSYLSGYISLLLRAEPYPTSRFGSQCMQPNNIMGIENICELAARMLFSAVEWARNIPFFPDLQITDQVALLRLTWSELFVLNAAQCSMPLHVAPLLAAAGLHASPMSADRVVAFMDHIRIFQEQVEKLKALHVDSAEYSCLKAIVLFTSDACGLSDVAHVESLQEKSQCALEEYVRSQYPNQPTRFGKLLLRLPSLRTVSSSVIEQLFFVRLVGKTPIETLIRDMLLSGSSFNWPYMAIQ
# NR5A2 inv ag: LRH-1 (NR5A2) inverse agonists, primary screen, cell-based, luminescence, HEK293T, StAR-luciferase reporter. LRH-1 transfected, 24 h. AID 602396, 2012. 0.13% of 360,000 active. Nuclear receptor subfamily 5 group A member 2 (Homo sapiens), O00482. inhibition, % at 3.6 µM;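 active = inhibition above the mean inhibition of all tested compounds plus 3 SD, cut at about 73% in these data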;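 note: 0% = DMSO wells and 100% = reporter-only cells lacking LRH-1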
# Target sequence (O00482 whole entry, looked up): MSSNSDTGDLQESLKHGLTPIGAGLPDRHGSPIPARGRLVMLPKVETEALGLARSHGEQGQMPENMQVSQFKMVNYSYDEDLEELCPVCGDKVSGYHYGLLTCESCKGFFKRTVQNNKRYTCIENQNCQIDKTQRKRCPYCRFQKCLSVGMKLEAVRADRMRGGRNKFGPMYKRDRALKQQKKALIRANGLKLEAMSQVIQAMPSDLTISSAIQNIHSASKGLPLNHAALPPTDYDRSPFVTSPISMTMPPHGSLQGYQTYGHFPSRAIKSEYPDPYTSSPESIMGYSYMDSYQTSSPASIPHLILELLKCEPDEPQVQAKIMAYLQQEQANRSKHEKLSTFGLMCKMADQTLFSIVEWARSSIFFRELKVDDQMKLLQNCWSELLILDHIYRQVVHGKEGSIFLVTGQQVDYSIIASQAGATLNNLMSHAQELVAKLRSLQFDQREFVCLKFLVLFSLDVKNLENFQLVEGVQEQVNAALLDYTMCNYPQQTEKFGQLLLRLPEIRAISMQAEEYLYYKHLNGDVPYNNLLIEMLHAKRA
# TLR9-MyD88 inh: inhibitors of TLR9-MyD88 association in cells, primary screen, cell-based, CHO, BLA complementation, fluorescence. CCF4 FRET ratio. 0.21% of 340,000 active. inhibition, % at 4.98 µM;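 active = inhibition above the mean over all tested compounds plus 3 SD, cut at about 21% in these data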;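 note: 0% = DMSO only wells and 100% = clavulanate BLA inhibitor control wells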
# TWEAK Fn14 block: inhibitors of TWEAK-Fn14 signaling, primary screen, luciferase reporter cells, uHTS; TWEAK-stimulated Fn14 reporter cells, luciferase luminescence, 8 h; inhibition, % at 10 µM; 2% of 360,000 active; in the data active = inhibition above about 50%
# NCOA1 inh: SRC1 coactivator transcriptional activity inhibitors, primary screen, cell-based, luminescence. 0.12% of 360,000 active. HEK293 GAL4-SRC1 luciferase reporter. Nuclear receptor coactivator 1 (Homo sapiens), Q15788. inhibition, % at 3.6 µM;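 active = inhibition above the campaign mean plus 3 SD, with each screening campaign given its own cutoff, cut at about 60% in these data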;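 note: 0% = DMSO treated cells and 100% = gossypol at 36 µM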
# LMP1 NFkB inh: EBV LMP1-driven NF-kappaB luciferase reporter inhibitors, primary screen, cell-based, luminescence, single point | LMP1-induced NF-kappaB luciferase reporter cells | inhibition, % at 12.5 µM | 0.69% of 350,000 active | AID 504558, 2011; in the data active = inhibition above about 41%;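 note: 0% = neutral control wells and 100% = reference inhibitor control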
# SRC3 inh: SRC3 coactivator transcriptional activity inhibitors, primary screen, cell-based, luminescence. Nuclear receptor coactivator 3 (Homo sapiens), Q9Y6Q9. inhibition, % at 3.6 µM. AID 588352, 2011. 0.17% of 360,000 active. HEK293 GAL4-SRC3 luciferase reporter;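 active = inhibition above a per-campaign cutoff, the mean of all compounds plus 3 SD, cut at about 60% in these data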;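 note: 0% = DMSO-treated cells and 100% = gossypol-treated cells at 36 µM; higher means less SRC3-driven luciferase light from the GAL4 reporter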
# * = called active by the depositor; nt = no result given. This is a subset; count on the stated rates, not on these rows.
SMILES,NOD2-RIPK2 inh,C8 TRAIL sens,NCOA2 inhibitor,TROY signal inh,NR2F2 inh,NR5A2 inv ag,TLR9-MyD88 inh,TWEAK Fn14 block,NCOA1 inh,LMP1 NFkB inh,SRC3 inh
Cn1c(-c2ccc(F)cc2)cc2onc(-c3ccccc3Cl)c2c1=O,8,22,-51,7,-52,-93,5,6,-90,-26,-99
O=C(Cc1ccccc1[N+](=O)[O-])NCc1ccco1,-13,4,-21,1,9,-10,4,11,2,7,-5
O=C(CCS(=O)(=O)Cc1ccccc1)N1CCN(Cc2ccccc2)CC1,-6,-7,9,4,-10,3,-13,2,-2,-5,0
CCOc1ccc(NC(=O)CN(C)C(=O)c2cc(-c3ccco3)nc3ccccc23)cc1OCC,-9,5,31,-1,-7,15,1,-5,-6,-4,10
Cc1cccc(OCCNC(=S)NC(=O)c2cncc(Br)c2)c1,-5,1,-21,-10,19,-2,0,-9,3,-12,19
CCn1ncc(-c2ccnc3cc(C(=O)O)nn23)c1C,-1,3,1,-4,11,-8,4,-4,-28,3,19
NS(=O)(=O)c1ccc(CNC(=O)c2cc(S(=O)(=O)N3CCOCC3)c(Cl)cc2Cl)cc1,-3,-17,-6,-7,8,-9,-7,8,-3,-6,15
CN(CCOc1ccccc1)C(=O)c1cc(S(=O)(=O)N2CCOCC2)c(Cl)cc1Cl,0,-11,8,6,-4,-8,-14,-5,1,4,9
COc1ccc(-n2nnnc2SCC(=O)NCc2ccco2)cc1OC,-6,-12,-8,-1,-12,21,-4,5,-6,5,11
CCCC(C(=O)OCC)P(=O)(c1ccccc1)c1ccccc1 (stereo unspecified),3,-7,7,4,-1,5,9,7,9,4,1
Cc1[nH]c2ccccc2c1/C=C/c1nc2ccccc2c(=O)[nH]1,5,5,-52,-33,-90,-110,-2,27,-118,-102,-51
O=C(OCc1ccc(Br)cc1)c1cccc(-c2nnc(-c3ccccc3)o2)c1,6,10,-46,-46,-4,-10,5,-16,-38,-10,-3
CC(C)(C)NC(=O)C1CC1(c1ccccc1)c1ccccc1 (stereo unspecified),-5,12,-21,5,5,-4,6,-4,3,6,18
O=C(COC(=O)c1ccc(O)cc1O)Nc1cccc2ccccc12,0,-13,-5,12,7,19,5,1,-13,2,5
Cc1ccccc1-n1c(SCC(=O)NC2CCS(=O)(=O)C2)nc2ccccc2c1=O (stereo unspecified),-4,12,14,1,2,9,3,3,-9,1,-1
COc1ccc(NC(=O)CN(C)CC(=O)Nc2cccc(C(F)(F)F)c2)cc1,-1,2,-1,-19,-17,-7,0,-7,15,7,19
CCOc1cc2[nH]c(=S)n(Cc3ccc(C(=O)NCCN(CC)CC)cc3)c(=O)c2cc1OCC,-2,1,-7,1,-2,-3,12,-4,18,0,3
CCn1nnnc1SCC(=O)Nc1cc(OC)cc(OC)c1,-1,0,16,3,0,13,-5,-32,-29,-3,0
CC1CC(C)CN(S(=O)(=O)c2ccc3c(c2)CC(C)N3C(=O)C2CC2)C1 (stereo unspecified),10,8,11,0,13,13,9,-18,10,-6,16
COCCCn1c(=O)c2ccccc2n(CC(=O)N2CCCc3ccccc32)c1=O,3,5,5,-4,-6,-26,-12,-8,-1,1,-182
CCOC(=O)C1CCCN(c2ncnc3c2cnn3-c2cccc(C)c2)C1 (stereo unspecified),4,10,22,20,21,-16,-10,40,0,15,4
N#CCCN(Cc1cccnc1)S(=O)(=O)c1ccc2ccccc2c1,3,13,-13,6,-15,-6,-1,1,3,-5,-12
COc1ccc(CNC(=O)Cn2ncn3c(cc4ccccc43)c2=O)cc1,3,8,19,-9,-23,1,1,15,-5,-3,-9
CC1CCC(NC(=O)C2CC(=O)N(c3ccc4c(c3)OCCO4)C2)CC1 (stereo unspecified),-5,-17,-3,8,17,4,7,1,2,-3,13
CCN(CC(=O)Nc1ccccc1C(F)(F)F)C(=O)C1CCC1,1,0,-5,-10,-3,-18,-1,3,-9,3,-28
CCc1ccc(CCC(=O)Nc2ccc(S(N)(=O)=O)cc2)o1,-4,-7,1,24,1,8,-8,3,-4,-5,15
O=C(O)c1cccc(N2C(=O)c3ccc4c5c(ccc(c35)C2=O)C(=O)N(c2cccc(C(=O)O)c2)C4=O)c1,4,3,-2,-12,-1,-17,-12,8,-14,1,11
COc1ccc(N(CC(O)Cn2cnc3ccccc32)S(=O)(=O)c2ccc(C)cc2)cc1 (stereo unspecified),-4,-2,16,-26,5,-12,-2,13,-6,-1,-3
Cn1cc(Br)c(C(=O)NN2C(=O)C3C(C2=O)C2C=CC3C23CC3)n1 (stereo unspecified),-8,-9,-30,-1,-2,4,-2,-4,4,-3,2
c1ccc2c3n(nc2c1)CCCO3,6,-9,-33,-6,-2,9,-16,1,-18,5,0
COc1ccccc1NC(=O)Nc1nc(C(N)CC(C)C)cs1 (stereo unspecified),3,2,1,5,1,-5,nt,10,3,nt,-13
Fc1ccc(Nc2nc(N3CCOCC3)nc(N3CCOCC3)n2)cc1Cl,-6,-3,-35,-8,0,-14,-6,-25,9,7,3
COc1ccccc1NC(=S)N1CCN(c2ccccn2)CC1,-5,-4,-2,-20,6,-20,11,-24,13,2,-5
COc1cc(NC(=O)C2=C(C)OCCS2)c(Cl)cc1C(=O)NCCN(C)C,8,-7,-33,11,11,2,3,-11,-2,4,2
CC1(C(=O)Nc2cccc(C#N)c2)CCN1C(=O)C/C=C/c1ccccc1 (stereo unspecified),-4,10,-7,2,15,5,nt,13,4,nt,-2
CN(CC1CCCN(CCc2cccc(C(F)(F)F)c2)C1)C(=O)c1ccco1 (stereo unspecified),-3,3,-8,-8,10,5,-8,14,-2,4,9
O=C(Cn1c(=O)oc2ccccc21)NC(=O)NCc1ccccc1,-8,-4,7,5,3,16,2,1,3,-2,15
CN(CCCNC(=O)C1CCN(S(=O)(=O)c2cccc3nsnc23)CC1)Cc1ccccc1,-2,16,-2,12,0,-2,-6,-4,0,0,10
CN1CCC(=C2c3ccccc3C(O)c3ccccc32)CC1 (stereo unspecified),4,-8,-26,16,0,1,2,-13,13,-18,-15
CCOC(=O)C(C)c1nc2ccccc2[nH]c1=O (stereo unspecified),6,22,7,14,-4,-15,-4,11,-4,-5,-3

# Twelve compounds already listed, arranged by number of heavy atoms, falling.
SMILES,NOD2-RIPK2 inh,C8 TRAIL sens,NCOA2 inhibitor,TROY signal inh,NR2F2 inh,NR5A2 inv ag,TLR9-MyD88 inh,TWEAK Fn14 block,NCOA1 inh,LMP1 NFkB inh,SRC3 inh
O=C(O)c1cccc(N2C(=O)c3ccc4c5c(ccc(c35)C2=O)C(=O)N(c2cccc(C(=O)O)c2)C4=O)c1,4,3,-2,-12,-1,-17,-12,8,-14,1,11
CN(CCCNC(=O)C1CCN(S(=O)(=O)c2cccc3nsnc23)CC1)Cc1ccccc1,-2,16,-2,12,0,-2,-6,-4,0,0,10
COc1ccc(N(CC(O)Cn2cnc3ccccc32)S(=O)(=O)c2ccc(C)cc2)cc1 (stereo unspecified),-4,-2,16,-26,5,-12,-2,13,-6,-1,-3
CN(CC1CCCN(CCc2cccc(C(F)(F)F)c2)C1)C(=O)c1ccco1 (stereo unspecified),-3,3,-8,-8,10,5,-8,14,-2,4,9
CC1(C(=O)Nc2cccc(C#N)c2)CCN1C(=O)C/C=C/c1ccccc1 (stereo unspecified),-4,10,-7,2,15,5,nt,13,4,nt,-2
CC1CCC(NC(=O)C2CC(=O)N(c3ccc4c(c3)OCCO4)C2)CC1 (stereo unspecified),-5,-17,-3,8,17,4,7,1,2,-3,13
N#CCCN(Cc1cccnc1)S(=O)(=O)c1ccc2ccccc2c1,3,13,-13,6,-15,-6,-1,1,3,-5,-12
Cn1cc(Br)c(C(=O)NN2C(=O)C3C(C2=O)C2C=CC3C23CC3)n1 (stereo unspecified),-8,-9,-30,-1,-2,4,-2,-4,4,-3,2
COc1ccccc1NC(=O)Nc1nc(C(N)CC(C)C)cs1 (stereo unspecified),3,2,1,5,1,-5,nt,10,3,nt,-13
CCc1ccc(CCC(=O)Nc2ccc(S(N)(=O)=O)cc2)o1,-4,-7,1,24,1,8,-8,3,-4,-5,15
CCOC(=O)C(C)c1nc2ccccc2[nH]c1=O (stereo unspecified),6,22,7,14,-4,-15,-4,11,-4,-5,-3
c1ccc2c3n(nc2c1)CCCO3,6,-9,-33,-6,-2,9,-16,1,-18,5,0

# The listing continues.
SMILES,NOD2-RIPK2 inh,C8 TRAIL sens,NCOA2 inhibitor,TROY signal inh,NR2F2 inh,NR5A2 inv ag,TLR9-MyD88 inh,TWEAK Fn14 block,NCOA1 inh,LMP1 NFkB inh,SRC3 inh
COc1cc(OC)cc(-c2noc(-c3csc([C@@H]4O[C@H](CO)[C@H](O)[C@H](O)[C@H]4O)n3)n2)c1,-10,17,6,-20,-7,-20,nt,8,0,nt,-15
O=C(COc1ccc(Cl)cc1Cl)NN=C1CCCCC1,1,-3,0,-4,9,-14,3,9,-2,14,-4
N#Cc1nnn(-c2ccc(Cl)cc2)c1N,-2,2,nt,-3,nt,-14,1,2,-4,1,0
CS(=O)(=O)N1CCN(C2CCN(Cc3ccccc3)CC2)CC1,-1,-4,4,2,-11,-1,5,-3,1,5,3
Cc1cccc(N2C(=O)C3CCCN3C2=S)c1 (stereo unspecified),-2,-25,-13,-20,15,14,1,16,-19,1,0
COc1ccc(-n2nnnc2SC(C)C(N)=O)cc1 (stereo unspecified),0,0,-19,23,16,-13,5,-2,-7,11,10
CC(C)OC(=O)CCC1(C(=O)O)CCC(=O)NC1 (stereo unspecified),7,-31,-21,12,-1,12,9,15,-5,-2,-12
CC(C)CC(NS(=O)(=O)c1ccc2c(c1)oc(=O)n2C)C(=O)NCc1cccnc1 (stereo unspecified),2,-9,-3,-1,4,14,-13,9,2,-4,-3
CCC1=NN(C(=O)COc2ccccc2C)C(O)(c2ccncc2)C1 (stereo unspecified),-2,-9,-11,-14,-10,-1,0,15,13,-1,0
